S1P1 ag pot – S1P1 (human) agonism or agonism potentiation; activation, % at 9.5 µM; S1P1 CRE-bla cells, forskolin, beta-lactamase FRET, potentiator mode; S1P1 agonist co-added at EC20, 2 nM; 100% = saturating reference agonist, 0% = basal; actives 0.57% (n = 56,000);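 active means activation above a cutoff set at the mean activation of all tested compounds plus 3 SD, cut at about 54% in these data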;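 further: forskolin at 4 µM as EC80 and the EC20 agonist is SEW2871; 100% = SEW2871 at its EC100 plus forskolin at EC80; some compounds past the cut are filed as inactive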
TNAP act mid DEA – human TNAP activation, intermediate phosphate acceptor; purified TNAP, CDP-star luminescence, 100 mM DEA, 30 min; active compounds read high; scale: 0 levamisole-inhibited, 1 vehicle-only enzyme; activation factor at 20 µM; 64,000 tested, under 10 active;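 active means activation factor of at least 2 at 20 µM, relative to controls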
D1 allo mod – allosterically modulates the human D1 dopamine receptor; B-score at 10 µM; actives 5.9% (n = 58,000); HEK293 D1, CRE-luciferase, dopamine EC30 potentiation; actives deviate in either direction;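 active means luminescence count or its row- and column-corrected plate score outside the 99.7% band of the plate's sample wells, on either side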
M1 antag – M1 muscarinic receptor (rat) antagonism; P08482; CHO-M1 cells, Fluo-4 calcium, ACh EC80 antagonist mode; active compounds read low; B-score at 10 µM; actives 3.4% (n = 64,000); AID 628;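 active means calcium fluorescence response, raw or row-and-column corrected B-score, differing from the plate sample mean either way at a set confidence level, mostly lower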
Target sequence (P08482 whole entry, looked up): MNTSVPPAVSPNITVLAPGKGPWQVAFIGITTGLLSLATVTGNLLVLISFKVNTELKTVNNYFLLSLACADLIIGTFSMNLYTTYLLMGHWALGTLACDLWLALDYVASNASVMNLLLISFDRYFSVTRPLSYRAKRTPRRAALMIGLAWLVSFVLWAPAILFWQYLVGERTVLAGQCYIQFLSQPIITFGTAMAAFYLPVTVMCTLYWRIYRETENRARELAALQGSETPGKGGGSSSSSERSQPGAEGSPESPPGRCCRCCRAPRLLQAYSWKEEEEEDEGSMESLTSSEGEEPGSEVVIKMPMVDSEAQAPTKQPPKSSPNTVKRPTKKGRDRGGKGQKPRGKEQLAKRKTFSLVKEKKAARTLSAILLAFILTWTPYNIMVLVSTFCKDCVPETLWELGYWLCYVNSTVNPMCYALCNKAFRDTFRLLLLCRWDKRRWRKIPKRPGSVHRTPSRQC
E coli RNAP – inhibitors of Escherichia coli RNA polymerase; E. coli RNA polymerase, fluorescence transcription assay; inhibition, %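 (tested at 10 µM)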; actives 0.2% (n = 62,000); AID 559; in the data active means inhibition above about 20%;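 further: 0% = enzyme without compound and 100% = no enzyme blank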
M1 ag – M1 muscarinic receptor agonism | B-score at 10 µM | CHO-M1 cells, Fluo-4 calcium fluorescence, agonist mode; active compounds read high | AID 626 | actives 3% (n = 64,000);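 active means fluorescence rise, raw or as B-score row- and column-corrected plate score, outside the 99.7% band of its plate's samples, either direction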
HEK293 NFkB inh – lowers PMA/ionomycin-induced NF-kB signal in HEK293 cells | AID 465 | HEK-293 NF-kB luciferase reporter, luminescence | actives 0.21% (n = 62,000) | inhibition, % at 3 µM;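 active means inhibition above the mean of all tested compounds plus 3 SD, cut at about 40% in these data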;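 further: 0% = stimulated DMSO wells and 100% = 10 µM reference inhibitor 5653914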
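Timing: 1 h pretreatment, 16 h stimulation, 37 °C; system: HEK-293 cells with stable firefly luciferase reporter driven by four HIV NF-kB elements; doses: 3 µM once, 0.30% DMSO; measured by: luciferase luminescence; control set: DMSO and 10 µM reference inhibitor; repeats: single test; reagent: PMA plus ionomycin mix as NF-kB-activating stimulus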
Jurkat viability – cytotoxic compounds reducing Jurkat cell viability; Jurkat E6.1 viability, ATP luminescence, 48 h; inhibition, % at 4 µM; actives 1.2% (n = 56,000); AID 463;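 active means inhibition above the mean inhibition of all tested compounds plus 3 SD, cut at about 28% in these data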
S1P3 ag – activates the human S1P3 receptor | activation, % at 4.5 µM | Q99500 | AID 373 | S1P3 NFAT-BLA reporter cells, agonism, FRET ratio; relative to 1 µM S1P, basal subtracted | actives 0.1% (n = 60,000);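 active means activation above the screen-wide mean plus 3 SD, cut at about 4.5% in these data, passing the limit was not always enough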; further: some compounds called inactive have numbers as strong as hits
Target sequence (Q99500 whole entry, looked up): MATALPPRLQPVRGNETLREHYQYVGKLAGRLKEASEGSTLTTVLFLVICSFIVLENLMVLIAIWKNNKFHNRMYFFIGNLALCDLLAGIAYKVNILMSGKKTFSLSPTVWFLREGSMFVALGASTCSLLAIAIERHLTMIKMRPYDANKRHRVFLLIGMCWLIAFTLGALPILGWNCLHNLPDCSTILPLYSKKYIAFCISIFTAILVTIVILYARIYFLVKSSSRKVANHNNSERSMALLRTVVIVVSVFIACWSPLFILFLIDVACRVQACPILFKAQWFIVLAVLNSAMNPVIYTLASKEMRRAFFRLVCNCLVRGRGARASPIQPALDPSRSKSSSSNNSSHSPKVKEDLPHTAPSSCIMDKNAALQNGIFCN
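Material: Human S1P3 NFAT-BLA reporter CHO cells | Incubation: Overnight plating, 4 h compound 37 °C, 2 h substrate RT | Signal: FRET β-lactamase substrate fluorescence, excitation 405 nm, 460/535 nm emission ratio, background-subtracted | Compound: 4.5 µM final, single dose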
* = called active by the depositor; x = not tested or not shown. Outcome played no part in choosing rows (roughly 12% active in at least one column).

canonical_smiles,S1P1 ag pot,TNAP act mid DEA,D1 allo mod,M1 antag,E coli RNAP,M1 ag,HEK293 NFkB inh,Jurkat viability,S1P3 ag
O=C(c1cc(-c2ccncc2)nc2ccccc12)N1CCN(c2ccccn2)CC1,x,0.9,-0.238,-0.342,-1.1,1.55,21.2,x,x
O=C1CC(c2ccco2)Cc2nc(N3CCN(Cc4ccc5c(c4)OCO5)CC3)ncc21 (configuration not stated),-4.9,0.9,-1.05,-1.88*,7.1,0.00937,0.6,-3.2,0.3
COC(=O)c1ccccc1NC(=O)Cn1cc2c(n1)CCC(C)C2 (configuration not stated),-8.2,0.9,1.77,0.0497,4.8,-0.987,5.7,-3.8,-0.3
O=C(CSc1ccccn1)N1CCN(C(=O)CSc2ccccn2)CC1,-4.5,1,0.254,-0.155,3.6,-0.874,13.7,6.8,-0.4
CC(=O)c1ccc(NC(=O)CCC(=O)OCC(F)(F)C(F)F)cc1,-2.2,0.9,0.38,1.43,4.4,-0.51,-2.2,-0.3,-1.2
O=C(Nc1ccccc1)N1CCCC2CCCCC21 (configuration not stated),12.5,1,-0.418,-0.718,-7.3,1.31,-5.7,3.4,-0.8
CC1(C)CC(CC(=O)Nc2ccccn2)C(=O)O1 (configuration not stated),x,0.8,0.952,0.256,6.3,0.012,14.4,x,x
CC(C)C(=O)N(c1ccc(F)cc1)C1C=CS(=O)(=O)C1 (configuration not stated),-20.3,1,-0.257,-0.0916,6.3,0.00352,2.0,-3.4,0.3
COc1ccc(N2CCN(Cc3cc(=O)oc4ccc(Cl)cc34)CC2)cc1,-0.4,0.9,0.2,0.209,x,-0.632,6.6,-8.1,-0.3
Cc1cc(NC(=O)CSc2nc3ccccc3c(=O)n2Cc2ccccc2)no1,1.9,0.9,3.02,-0.0349,x,-0.605,8.2,0.3,-1.0
COc1ccc(CC(=O)n2nc(-c3cccnc3)nc2N)cc1,2.4,0.8,-0.104,-0.736,x,0.0943,4.6,-3.0,-0.6
CCn1c(NC(=O)Nc2ccccc2OC)nc2ccccc21,x,0.8,x,0.322,-1.1,-0.464,6.9,x,x
CS(=O)(=O)N1CCN(c2ccccc2NC(=O)c2ccc(-c3ccc(Cl)cc3Cl)o2)CC1,0.9,0.9,-1.04,-0.0113,-4.7,0.809,10.3,7.5,-1.5
Cc1ccc(NC(=O)c2ccc3c(c2)N(CC(=O)N2CCCCC2)C(=O)C(C)(C)O3)cc1,-11.4,0.9,0.0725,1.07,5.2,-1.12,9.8,4.7,0.3
O=C(COC(=O)c1ccc(S(=O)(=O)N2CCOCC2)cc1)NC1CCCCCC1,x,0.9,0.211,0.353,-3.2,0.459,-8.0,x,x
CCOC(=O)N1CCN(C(=O)c2ccc3c(=O)n(Cc4ccccc4)c(=S)[nH]c3c2)CC1,2.8,1.1,0.437,-0.782,10.4,4.59*,9.3,1.6,-0.5
Cc1cc(=O)[nH]c(SCc2nc3ccccc3s2)n1,-1.5,0.9,0.325,-0.0454,7.1,0.0275,0.2,-2.2,-1.3
CCOC(=O)c1c(NC(=O)c2noc3c2CCCC3)sc(C)c1C,-6.4,0.9,-0.144,-0.472,13.6,-0.0615,13.6,-1.3,-0.6
CC12C=CC3(O1)C(C(=O)N(c1cccnc1)C3C(=O)NC1CCCCC1)C2C(=O)Nc1ccccc1 (configuration not stated),x,0.9,-0.171,1.61,6.0,0.152,9.4,x,x
COc1cc(NC(=O)C2CCCCC2)c(OC)cc1NC(=O)c1ccco1,1.2,0.9,0.393,0.439,1.6,-0.00741,6.6,2.3,-1.5
COc1c(S(=O)(=O)N2CCCCC2)ccc2c(S(=O)(=O)N3CCCCC3)cccc12,x,1,0.378,0.144,4.5,0,5.9,-0.7,-0.1
N#Cc1ccc(COc2ccc(CCO)cc2-n2nc3ccccc3n2)cc1,0.8,1,1.3,-0.62,-0.3,5.48*,-4.4,-8.7,-0.6
CN1/C(=C\C(=O)c2ccco2)c2ccccc2CC1(C)C,-9.3,1,-0.462,-2.92*,5.1,-0.136,12.6,4.4,-0.6
Cn1cc(CNC(=O)COc2ccc(Cl)cc2Cl)cn1,-1.6,1,0.0343,-0.291,6.3,-1.41,14.4,-4.2,-0.2
CCCn1c(SCC(=O)Nc2ccccc2C(=O)OCC)nc2c1c(=O)n(C)c(=O)n2C,-9.5,0.8,0.0724,0.871,6.4,-0.0659,7.4,-7.5,-0.2
Cc1cccc(N2CCN(C(=O)COc3cc(=O)n(C)c4ccccc34)CC2C)c1 (configuration not stated),-28.4,1,0.233,-0.236,5.1,0.027,9.6,-0.9,-0.8
CN(C1CCCCC1)S(=O)(=O)c1ccc(NC(=O)c2ccco2)cc1,-8.2,0.8,1.71,-0.671,6.7,-0.0812,14.3,0.1,-0.7
CCc1ccc(Nc2ncc3c(n2)CC(c2ccco2)CC3=O)cc1 (configuration not stated),-5.2,0.8,-0.703,0.424,6.2,0.24,5.5,3.4,-0.2
O=C(CSc1nc2ccccc2[nH]1)N1CCCCC1,x,0.9,x,0.661,3.1,-0.0229,-11.2,-5.7,0.1
Cc1cccc(OCc2nnc(SCC(=O)c3ccccc3)o2)c1,-9.1,0.8,0.133,-0.0881,2.5,-0.563,2.5,-5.6,-0.4

The final two records of the section above come first, to join the parts.
canonical_smiles,S1P1 ag pot,TNAP act mid DEA,D1 allo mod,M1 antag,E coli RNAP,M1 ag,HEK293 NFkB inh,Jurkat viability,S1P3 ag
O=C(CSc1nc2ccccc2[nH]1)N1CCCCC1,x,0.9,x,0.661,3.1,-0.0229,-11.2,-5.7,0.1
Cc1cccc(OCc2nnc(SCC(=O)c3ccccc3)o2)c1,-9.1,0.8,0.133,-0.0881,2.5,-0.563,2.5,-5.6,-0.4
COC(=O)Cc1c(C)nc2nc(-c3ccc(OC)cc3)[nH]n2c1=O,-9.8,0.9,x,0.447,11.8,-0.079,9.4,-4.5,-0.8
Cc1c(S(=O)(=O)N2CCc3ccccc3C2)c(=O)n(C)c(=O)n1C,1.6,0.9,0.599,0.451,1.9,0.112,12.7,-3.6,-0.9
CSCCC1NC(=O)NC1=O (configuration not stated),12.3,1,0.703,0.345,11.2,0.217,15.1,-3.9,0.0
COC(=O)c1sccc1NC(=O)c1csc2c1CCCC2,-0.6,0.7,-0.304,-0.15,-3.3,-1.1,24.2,5.2,-0.8
CCN(CC)c1nc(N)c2c(N)nc3c(c2c1C#N)CC(c1ccccc1)O3 (configuration not stated),-50.1,1,3.58*,2.16*,-0.6,-0.531,5.5,3.9,-0.6
O=S(=O)(c1ccc(Cl)c(F)c1)N1CCC(c2nc(-c3ccncc3)no2)CC1,14.0,0.9,-0.164,0.062,x,0.0197,6.8,-4.2,-0.6
O=C(CN(Cc1ccc(F)cc1)S(=O)(=O)c1ccccc1)N1CCCCC1,x,0.8,x,-0.268,7.6,0.517,22.4,7.1,-0.9
CC(=O)c1cccc(NC(=O)C2CCCN(S(C)(=O)=O)C2)c1 (configuration not stated),x,1,0.204,1.12,2.7,0.043,8.0,-1.7,-0.7
CCOCCCNC(=O)c1ccc(CS(=O)(=O)Cc2ccc(C)cc2)o1,-3.9,1,-0.519,0.398,3.2,-0.948,4.6,6.0,-1.0
CCOC(=O)N1CCC(NC(=O)C(NS(=O)(=O)c2ccc3c(c2)CCN3C(C)=O)C(C)C)CC1 (configuration not stated),1.2,0.9,-0.13,0.0121,0.4,-0.0701,12.8,-0.2,0.0
Cc1ccc(Cn2ccc(NC(=O)c3nc4ncccn4n3)n2)cc1,9.1,1,-0.0482,-0.0208,-5.1,1.74,14.4,2.3,-1.7
N#Cc1c(/N=C/c2cccs2)sc2c1CCCCC2,9.0,0.8,-3.58*,0.37,6.3,-0.168,-48.2,3.2,-0.5
COc1ccc(CCCNC(=O)CC#N)cc1OC,-4.1,0.9,x,0.0576,x,-0.693,x,x,-2.3
CCN1CCN(Cc2ccc(NC(=O)CC3Oc4ccc(C)cc4NC3=O)cc2)CC1 (configuration not stated),-16.4,1,-0.793,-3.86*,2.8,-0.373,21.5,-2.2,0.3
C=CCn1c(SCC(=O)Nc2cc3oc4ccccc4c3cc2OC)nnc1-c1cnccn1,-13.3,1,1.42,-0.13,3.6,-0.644,5.1,4.0,-1.1
COc1ccc2nc(SCC(=O)N(C)C3CCCCC3)c(C#N)cc2c1,1.0,0.9,2.35,0.0531,12.3,-0.275,-0.5,-1.9,-0.3
CSc1ccccc1N=CC1=C(O)CC(C)(C)CC1=O,26.3,0.9,0.0508,-0.384,10.6,1.26,7.0,8.5,-1.8
CCC(Oc1ccccc1)C(=O)Nc1nnc(C)s1 (configuration not stated),-7.5,0.8,-1.58,0.153,-5.0,-0.0972,4.2,1.1,-0.5
COc1ccc(N(CC(=O)N2CCN(C)CC2)S(=O)(=O)c2ccccc2)cc1OC,x,0.9,0.301,0.133,7.5,0.412,15.7,-0.9,0.1
CCOc1cc(C2C3=C(CCCC3=O)NC3=C2C(=O)CCC3)ccc1OCCO,x,0.9,0.749,-0.405,7.9,0.0129,5.4,3.7,-0.7
O=C(NC1(C(F)(F)F)NC(=O)N(Cc2cccnc2)C1=O)c1ccncc1 (configuration not stated),x,0.9,-0.0945,-0.256,7.3,0.149,15.4,-6.1,0.4
CCOC(=O)C1CCN(Cc2nc3ccccc3c(=O)n2-c2ccc(OCC)cc2)CC1,x,1,x,-0.556,7.2,-0.738,11.5,1.7,-0.2
COc1cc(S(=O)(=O)N2CCOCC2)c(OC)c(S(=O)(=O)N2CCOCC2)c1,3.8,1,0.96,0.762,3.1,0,4.3,6.2,-0.5
COC(=O)[C@@H]1C2CCC(C(=O)Nc3ccccc3)(CC2)[C@@H]1C(=O)OC,-20.7,0.9,-0.025,-0.154,4.6,-0.207,24.8,5.1,0.1
COc1ccc(C(=O)Nc2nnc(Cc3cccs3)s2)cc1OC,-15.9,0.9,3.05*,-17.4*,5.1,-1.09,27.0,10.3,-1.5
COC(=O)c1ccc2c(c1)C(=O)N(C1CCCCC1)C2=O,x,0.9,1.25,0.195,4.6,0.732,3.1,0.7,-0.9
Cc1ccc(S(=O)(=O)c2c(N)n(NC(=O)C3CC3)c3nc4ccccc4nc23)cc1,7.6,0.9,2.01,0.187,-7.2,-0.348,10.0,-3.0,0.5

M1 ag: hit marks shown above
Compound	S1P1 ag pot	TNAP act mid DEA	D1 allo mod	M1 antag	E coli RNAP	M1 ag	HEK293 NFkB inh	S1P3 ag
CCOC(=O)N1CCN(C(=O)c2ccc3c(=O)n(Cc4ccccc4)c(=S)[nH]c3c2)CC1	2.8	1.1	0.437	-0.782	10.4	4.59*	9.3	-0.5
N#Cc1ccc(COc2ccc(CCO)cc2-n2nc3ccccc3n2)cc1	0.8	1	1.3	-0.62	-0.3	5.48*	-4.4	-0.6
